Source: PubChem BioAssay (Fisher Drug Discovery Resource Center)
NPYLR7 ag – mosquito NPYLR7 agonism | HEK293T NPYLR7/Galpha15, GCaMP6s calcium fluorescence | activation, % at 10 µM | actives 0.15% (n = 270,000) | AID 1259423; in the data active = activation above about 40%;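 note: 0% = vehicle and 100% = reference agonist at the receptor; some compounds past the cut are filed as inactive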
mcGAS lum – blocks mouse cGAS activity; Q8C6L5; recombinant cGAS, Kinase-Glo ATP depletion luminescence; inhibition, % at 12.5 µM; actives 0.15% (n = 160,000); AID 1259399;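 note: 0% = negative control wells and 100% = reference inhibitor with no enzyme activity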
hcGAS lum – blocks human cGAS activity; recombinant h-cGAS, ATP depletion, Kinase-Glo luminescence; Q8N884; inhibition, % at 12.5 µM; actives 0.081% (n = 290,000);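 note: 0% = vehicle reaction and 100% = reaction without DNA for no activity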
Target sequence (Q8N884 whole entry, looked up): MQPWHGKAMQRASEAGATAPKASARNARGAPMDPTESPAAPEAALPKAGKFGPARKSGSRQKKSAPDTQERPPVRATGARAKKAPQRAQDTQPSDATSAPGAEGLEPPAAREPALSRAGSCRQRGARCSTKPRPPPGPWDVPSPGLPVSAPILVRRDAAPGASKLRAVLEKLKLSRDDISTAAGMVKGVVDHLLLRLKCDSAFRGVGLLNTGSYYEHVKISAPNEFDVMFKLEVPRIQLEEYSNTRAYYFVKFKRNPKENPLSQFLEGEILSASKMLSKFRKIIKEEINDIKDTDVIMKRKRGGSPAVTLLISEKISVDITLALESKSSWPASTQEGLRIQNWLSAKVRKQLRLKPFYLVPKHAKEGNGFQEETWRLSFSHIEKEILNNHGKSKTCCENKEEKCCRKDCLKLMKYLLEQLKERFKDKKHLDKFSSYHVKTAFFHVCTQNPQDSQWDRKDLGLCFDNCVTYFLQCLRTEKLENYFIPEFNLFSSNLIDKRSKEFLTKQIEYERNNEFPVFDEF
The depositor's hits bear a star; x = no result given; & = joins results of further samples. Cut-off read from the data, not from the text of the source, unless noted: active = inhibition above about 40%; inactive = the rest.

#	smiles	NPYLR7 ag	mcGAS lum	hcGAS lum
1	COCCN(CC(=O)N(Cc1ccc2c(c1)OCO2)Cc1ccco1)C(=O)c1cc(OC)cc(OC)c1	x	-6	-6
2	O=C(NCCN1CCc2ccccc2C1)N1CCN(c2nccs2)CC1	16	-5	-6
3	Cc1nnsc1C(=O)N1CCN(C(c2ccccc2)c2ccccc2)CC1	2	-6	-5
4	COc1cccc(C2=NN(C(=O)CN3CCCCC3C)C(c3ccccc3F)C2)c1 (centres undefined)	-2	-4	-5
5	CC(C)NC(=O)C1(C)CCN1C(=O)c1ccc(F)c(Cl)c1 (centres undefined)	-3	-3	-8
6	COc1cc(=O)n(-c2ccccc2C)nc1C(=O)Nc1cccc(C)c1C	2	x	2
7	CN1CCN(c2onc(-c3ccc(F)cc3)c2CN(Cc2ccco2)C(=O)c2cccs2)CC1	x	-6	-1
8	CC(=O)c1cc(C(=O)N2CCC(CCC(=O)NCc3cccnc3)CC2)cs1	2	x	-7
9	Cc1ccccc1-n1cc(CNc2ccc(-c3nccn3C)nn2)cn1	5	x	-6
10	COc1cccnc1NC(=O)C1Cc2ccccc2O1 (centres undefined)	-3	x	-1
11	COc1ccc(C(=O)NC2CCCc3c2cnn3-c2ccc(C)c(C)c2)c(OC)c1OC (centres undefined)	1	x	-6
12	COc1ccccc1NC(=S)N1CC(=O)N2CCc3ccc(F)cc3C2C1 (centres undefined)	27	-6	-13
13	Cc1cnn(C)c1NC(=O)c1cccc(CN2CC[C@@H]3CCCC[C@H]3C2)c1	3	x	-3
14	Cc1cc(C)nc(NS(=O)(=O)c2ccc(NC(=O)CN3C(=O)/C(=C/c4ccccc4)SC3=S)cc2)n1	-8	-7	-5
15	CCNS(=O)(=O)CCNC(=O)C(CC)c1cccc(C(F)(F)F)c1 (centres undefined)	5	x	-5
16	O=C(Cn1cnc2c(nc3n2CCCCC3)c1=O)N1CCN(C2CCCCC2)CC1	x	-4	-6
17	C=CCn1c(SCc2ccccc2)nc(O)cc1=O	12	x	-5
18	Cc1cccc(C(=O)N=Nc2c(O)[nH]c3c(C)cccc23)c1	10	-8	-5
19	CC(C)c1ccc(-n2cc(O)c(C(=O)N(C)C3CCN(C(=O)OC(C)(C)C)CC3)n2)cc1	10	x	-9
20	CCCCCCc1ccc(C(=O)N(CC(=O)N(Cc2ccccc2)Cc2sccc2C)CC2CCCO2)cc1 (centres undefined)	6	-3	3
21	Cc1cc(-c2cccc(OC(F)(F)F)c2)nc(N)n1	-7	x	2
22	CCC(C)C(=O)N(CC(=O)NCC(=O)Nc1cccc(C)c1)Cc1ccccc1 (centres undefined)	3	-7	-9
23	CCOC(=O)N1CCN(C(c2ccccc2)C2Sc3nc(-c4ccco4)nn3C2=O)CC1 (centres undefined)	-3	-8	-7
24	Cn1ncc(NC2CCc3ccccc3C2)c(Cl)c1=O (centres undefined)	-21	x	-10
25	COc1ccc(/C=C\C(=O)NCc2cc(-c3cc4ccccc4o3)on2)cc1OC	2	-7	-12
26	CC(c1cccs1)N(C)CN1C(=O)C(=O)c2c(Cl)ccc(F)c21 (centres undefined)	3	-1	1
27	CC(CCc1ccco1)NC(=O)c1cc(Cn2ccc3ccccc32)[nH]n1 (centres undefined)	22	-17	-5
28	Cc1ccc(Nc2nc(Nc3ccc(F)cc3)nc3nccnc23)cc1	3	x	3
29	Cc1cc(=O)[nH]c(-n2nc(C3CC3)cc2NC(=O)c2ccccc2Cl)n1	1	x	-10
30	O=C(NCCC1=CCCCC1)C1CC12CCN(Cc1cc3ccccc3s1)CC2 (centres undefined)	16	-11	-7
31	C=CCn1nc(C)c(-c2c(-c3ccccc3)ncn2CCS(C)(=O)=O)c1C	-7	-3	1
32	CCOC(=O)C1CCN(S(=O)(=O)NCc2ccccc2)CC1	5	x	-6
33	COC(=O)NNC(=O)Nc1ccc(F)cc1F	7	x	-5
34	Cc1ccccc1-n1c(SCCCC(=O)N2CCN(C(=O)c3cccc(C(F)(F)F)c3)C(C)C2)nnc1-c1ccccc1 (centres undefined)	-4	-3	-5
35	Cc1cc(C(=O)N2CCCn3ncnc32)cc(S(=O)(=O)N(C)C)c1C	11	-16	-7
36	CCCc1cnc2c(c1SCc1cc(OC)cc(OC)c1)c(=O)n(C)c(=O)n2C	15	-9	-7
37	COc1ccc(OC)c(CNC(=O)CC2C(=O)NCCN2Cc2cccc(F)c2F)c1 (centres undefined)	15	x	-11&2
38	CN(CC12CC3CC(CC(C3)C1)C2)C(=O)c1ccc2nc[nH]c2c1	-13	x	3
39	CN1C(=O)NC(c2ccc(C(C)(C)C)cc2)C2=C1CN(CC(=O)NCCCN1CCCC1=O)C2=O (centres undefined)	1	-4	-4
40	CCOC(=O)C(C)Sc1n[nH]c(=O)[nH]c1=O (centres undefined)	-3	-1	5
41	CSc1ccccc1NC(=O)NC1CCCN(C2CCCCCC2)C1 (centres undefined)	15	x	-12
42	CCC[C@H]1CN(C2CCN(C(=O)c3ccccn3)CC2)C[C@@H]1N(C)C	x	0	-3
43	Fc1cccc(C2=NOC(CNCc3ccc(F)cc3F)C2)c1 (centres undefined)	0	-6	-2
44	COc1cc(C(C2Sc3ncnn3C2=O)N2CCN(C)CC2)cc(OC)c1OC (centres undefined)	8	-6	-6
45	CC(C)Sc1ncccc1C(=O)N1CCC(C(O)c2ccccc2)CC1 (centres undefined)	4	-15	-7
46	O=C(O)C1CC(=O)N(Cc2cnc3ccccc3c2)C1 (centres undefined)	-2	-6	-5
47	CCCNC(=O)CN(C)c1cnn(-c2ccc(C(=O)O)cc2)c(=O)c1Cl	7	x	-8
48	C=CCN(CC=C)C(=O)CN1CCCC(C(N)=O)C1 (centres undefined)	2	x	-3
49	COCCc1noc(C2CCCN(C(=O)CN3C(=O)CNC3=O)C2)n1 (centres undefined)	18	x	-11
50	CC(C)(C)c1ccc(C(=O)N2CCC(c3nc(C4CC4)n[nH]3)CC2)cc1	4	x	-6

Continued:
#	smiles	NPYLR7 ag	mcGAS lum	hcGAS lum
51	O=C(NCc1ccc(-c2ncc(-c3ccc(F)cc3)[nH]2)cc1)c1ccc(F)cc1Cl	2	-3	1
52	COc1ccc(Cn2c(C(=O)NCCc3ccccn3)cc3ccsc32)cc1	11	-4	-2
53	CC(=O)Nc1ccc(SCCCC(=O)NCC2CCCO2)nn1 (centres undefined)	-3	-9	-10
54	O=C(O)c1cscc1Sc1ccc(Cl)cc1	-1	-1	9
55	COc1cc(C)ccc1S(=O)(=O)Nc1ccccc1C	-3	-9	-5
56	C=CCn1c(N2CCN(c3ccc(OC)cc3)CC2)nc2c1c(=O)[nH]c(=O)n2C	-6	x	-5
57	O=C(N[C@@H]1CCCCC1NC(=O)C1CCCN(C(=O)COCc2ccccc2)C1)c1ccc(F)cc1 (some centres undefined)	1	-6	-5
58	CS(=O)(=O)c1cccc(C(=O)N(CCn2cccn2)c2nc3c(F)cccc3s2)c1	-15	-10	-3
59	CCn1cc(NC(=O)NCc2ccc3[nH]c(C)cc3c2)c2ccccc21	9	x	4
60	O=C(c1ccco1)N1CCC1c1ccc(F)cc1 (centres undefined)	1	-16	-5
61	Cc1ccccc1-c1noc(-c2cccc([N+](=O)[O-])c2)n1	-6	x	-6
62	CCN(CC)S(=O)(=O)c1ccc(OC)c(N2CCN(S(=O)(=O)c3ccc(C(C)(C)CC)cc3)CC2)c1	28	-7	-1
63	Cc1c(C(=O)N2CCc3ccccc3C2)cnc2c(-c3ccc4c(c3)OCO4)cnn12	11	-6	-1
64	Cc1cc(C)nc(Sc2nc([N+](=O)[O-])nn2C)n1	11	-4	-9
65	COC(=O)c1coc(CN2CCCC2c2nc3ccccc3s2)n1 (centres undefined)	-4	x	1
66	CCOC(=O)c1cc(C)nc(N2CCc3[nH]nc(-c4cccc(F)c4)c3C2)n1	6	-11	-9
67	COc1ccccc1N1CCN(C(=O)c2ccc(N(C)C)cc2)CC1	-1	x	-6
68	CC(N)CC(=O)NCc1cccnc1Oc1cccc(C(F)(F)F)c1 (centres undefined)	-8	-13	-4
69	CCOC(=O)N1CCC(NC(=O)C2CC=CCC2C(=O)N2CCc3c([nH]c4ccccc34)C2)CC1 (centres undefined)	-6	-5	-3
70	C=CCN1C(=O)C(=C2SC(=S)N(CCS(=O)(=O)O)C2=O)c2cc(Br)ccc21	-2	1	-5
71	COc1ccc(Cl)cc1NS(=O)(=O)N(C)C	7	x	0
72	CCN(C(=O)c1nccnc1N)C(C)c1cccc(C(F)(F)F)c1 (centres undefined)	6&4	x	4&-4
73	C#CCN(Cc1cccnc1)C(=O)NC1CCCN(c2ccc(C#N)cc2F)C1 (centres undefined)	-4	x	-1
74	Cc1cc(NC(=O)CSc2nc3c(c(=O)[nH]2)CN(Cc2ccccc2)CC3)ccc1Br	-13	-1	0
75	COCCN1C(=O)c2ccccc2[C@H](C(=O)N2CCc3ccccc3C2)[C@@H]1c1cccnc1	-7	x	-3

Compounds above containing two or more sulfur atoms (five):
#	smiles	NPYLR7 ag	mcGAS lum	hcGAS lum
14	Cc1cc(C)nc(NS(=O)(=O)c2ccc(NC(=O)CN3C(=O)/C(=C/c4ccccc4)SC3=S)cc2)n1	-8	-7	-5
54	O=C(O)c1cscc1Sc1ccc(Cl)cc1	-1	-1	9
58	CS(=O)(=O)c1cccc(C(=O)N(CCn2cccn2)c2nc3c(F)cccc3s2)c1	-15	-10	-3
62	CCN(CC)S(=O)(=O)c1ccc(OC)c(N2CCN(S(=O)(=O)c3ccc(C(C)(C)CC)cc3)CC2)c1	28	-7	-1
70	C=CCN1C(=O)C(=C2SC(=S)N(CCS(=O)(=O)O)C2=O)c2cc(Br)ccc21	-2	1	-5

Continuation:
#	smiles	NPYLR7 ag	mcGAS lum	hcGAS lum
76	C[C@@H](NC(=O)CN1Cc2ccc(-c3ccc(C#N)cc3)nc2C1=O)c1ccccc1	4	-6	-5
77	C=CCNc1ncnc2ccccc12	0	x	-8
78	CS(=O)(=O)N(Cc1ccccn1)Cc1cccnc1Cl	5	-11	-10
79	COc1cc(NC(=O)c2n[nH]nc2Nc2cccc(Cl)c2)cc(OC)c1	x	-7	-2
80	COC(=O)[C@@H]1C[C@H](NC(=O)NC2CCCCC2)CN1C	8	-12	-6
81	O=C(NCC(CO)Cc1cc(F)ccc1F)c1nc(Cl)ccc1Cl (centres undefined)	-1	x	-6
82	CCC(C)C(=O)Nc1ccc2[nH]nc(C(=O)OC)c2c1 (centres undefined)	4	x	3
83	CSc1ccc(CN(CCO)C(=O)c2ccc(Cl)s2)cc1	5	-13	1
84	CCOC(=O)c1nn(-c2ccccc2Cl)c(=O)cc1OS(=O)(=O)c1ccccc1	-2	-8	-7
85	COc1ccc2c(c1OC)C(=O)N(c1ccc(Cl)c(Cl)c1)C2=O	4	x	-9
86	O=C1OC(c2cc(Cl)ccc2Cl)=N/C1=C\C=C\c1ccccc1	-7	x	-5
87	Cc1nc(-c2ccc(NC(=O)Cn3ccccc3=O)cc2)co1	15	x	-1
88	CC1(Cc2ccccc2Cl)C(=O)Nc2c(Cl)cccc21 (centres undefined)	2	-3	-3
89	C=CCN1C(=O)C(=Cc2ccc(OCC(N)=O)c(OC)c2)SC1=S	2	-8	-5
90	Cc1nc2n(n1)C(=O)C(C(c1ccc([N+](=O)[O-])cc1)N1CCN(C)CC1)S2 (centres undefined)	0	x	-12
91	CCc1ccc(-c2c(-c3ccccc3)ncn2CCc2cnc[nH]2)nc1	-11	-6	1
92	O=C(NCc1cc(-c2ccc3c(c2)OCCO3)on1)c1ccc(=O)oc1	3	-2	-2
93	CCCc1nn(-c2ccccc2Cl)c(C)c1C(=O)NCc1ccccn1	x	-4	-6
94	CNC(=O)Cn1c(=O)c2c(OC)c(C)cnc2n(C)c1=O	2	0	1
95	COc1cccc(-c2cc(C(=O)NCc3ccc(F)cc3)n(-c3cc(C)ccc3C)n2)c1	-2	-5	-14
96	CSc1ncccc1C(=O)N1CCCC(CO)(CCOc2ccccc2)C1 (centres undefined)	0	-7	-5
97	COCCN(CC(=O)N1CCc2sccc2C1COc1ccccc1)C(=O)c1cccc(Br)c1 (centres undefined)	-1	-3	-1
98	CCN(CC)c1ncnc2c1sc1nc3c(cc12)COC(C)(C)C3	1	x	-10
99	CCOC(=O)c1cc(-c2ccc(OC)cc2)n(-c2ccc(C(=O)NCCCn3ccnc3)cc2)n1	-2	-6	-6
100	CC(C)Cn1cncc1CNc1nc(-c2ccncc2)nc2c1CNC2	38	-19	-3

Excerpt: nos. 76 to 77
#	smiles	NPYLR7 ag	mcGAS lum	hcGAS lum
76	C[C@@H](NC(=O)CN1Cc2ccc(-c3ccc(C#N)cc3)nc2C1=O)c1ccccc1	4	-6	-5
77	C=CCNc1ncnc2ccccc12	0	x	-8

Next section.
#	smiles	NPYLR7 ag	mcGAS lum	hcGAS lum
101	O=C(c1cc2n(n1)CCN(Cc1ccc(C(F)(F)F)cc1)C2=O)N1CCC(N2CCCCC2)CC1	18	-5	-2
102	O=S(=O)(Nc1cnc(Br)cn1)c1cccc(Cl)c1	-3	x	-7
103	COc1ccc(/C=C/CN2CCC(C(=O)NC(c3ccc(C)cc3)c3ccccn3)CC2)cc1 (centres undefined)	5	-3	-5
104	Cc1oc2nc(CN(C)Cc3ccccc3Cl)nc(N)c2c1C	5	x	-8
105	CN1CCN(C(=O)c2nc3ccc(Cl)cc3[nH]2)CC1	-9	x	-3
106	O=C(c1cccnc1Nc1cccc(C(F)(F)F)c1)N1CCC(O)(Cc2ccccc2)CC1	-6	-2	-2
107	Cc1[nH]nc(CCC(=O)N2CC[C@@H](N3CCOCC3)[C@H](O)C2)c1C	2	-7	-5
108	O=C1NCCN(C(=O)c2ccc(-n3cnnc3)cc2)C1c1ccc(F)cc1 (centres undefined)	2	-14	-3
109	CCOC(=O)CNC(=O)N1CCC2(CC1)SCCN2C(=O)COc1ccccc1	21	-5	1
110	COc1ccc(NC(=O)CCCn2nc(-c3cccs3)ccc2=O)cc1	1	-5	3

Taken from above:
no. 8 in NPYLR7 ag → 2
no. 45 in NPYLR7 ag → 4
